Tb PGK inh: T. brucei PGK inhibition; P07378; PGK/GAPDH coupled, Kinase-Glo luminescence, 60 min; Potency, µM (titrated, usually from 57.5 µM), for inactives: at the highest dose activity change, negative = inhibition, hits mostly inhibitors; 380,000 compounds, 0.043% hits; AID 602233; further: on the % scale 0 is the no-effect control and ±100 the full control effect; nearly all actives have a fitted effect of over 60% in size
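Recombinant glycosomal PGK reaction used 1,3-bisphosphoglycerate generated in-well by GAPDH (100nM final) in 100mM TEA pH 7.6, 5mM MgCl2, 0.01% Tween-20. After 60 minutes at room temperature, ATP was read by Kinase-Glo Plus luminescence end-point.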
HP1b chromo inh: blocks HP1-beta chromodomain binding to methylated histone tails; P83916; 390,000 compounds, 0.56% hits; AlphaScreen HP1-beta / biotin-H3K9me3 peptide binding; Potency, µM (doses to about 114 µM), inactives show top-dose activity change, negative = inhibition, usual class: inhibitors; further: nearly all actives have a fitted effect of over 70% in size; inactives centre near 23
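AlphaScreen: HP1-beta (50 nM) preformed 30 min with biotin-H3(1-18)K9me3 peptide (50 nM) in PBS pH 7.4, 0.01% Tween-20. Compound added for 30 min at RT, then streptavidin donor/nickel chelate acceptor beads (10 ug/mL) for 30 min.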
GLS inhibitor: inhibitors of human glutaminase (GLS); O94925; Potency, µM (titrated, usually from 45.5 µM), for inactives: top-dose activity change, negative = inhibition, hits mostly inhibitors; 410,000 compounds, 0.21% hits; GLS enzymatic activity, qHTS titration; further: on the % scale 0 is the no-effect control and ±100 the full control effect
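hKGA in 45 mM KH2PO4 pH 8.2, 0.02% Tween-20 with pin-transferred compounds; 1 mM L-glutamine (stock) plus glutamate oxidase/HRP/Amplex Red coupling added. Fluorescence read initially and after 30 min at RT.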
Pin1 inh: human Pin1 inhibition. Pin1 FP peptide displacement, HiFluor488, 10 min. 390,000 compounds, 0.009% hits. AID 504891. Potency, µM (highest dose often 115 µM), inactives show at the top dose activity, negative = inhibition, usual class: inhibitors; active means well fitted inhibition curve with a large enough effect in the polarisation, with a control signal flat, not every such curve was filed as active; inconclusive means small, poorly fitted or top-dose-only effect, or effect the other way, or a change in a side signal; inactive means no such curve, though single readings can be large or run the other way; the % refers to the polarisation; further: on the % scale 0 is the no-effect control and ±100 the full control effect
Target sequence (Q13526 whole entry, looked up): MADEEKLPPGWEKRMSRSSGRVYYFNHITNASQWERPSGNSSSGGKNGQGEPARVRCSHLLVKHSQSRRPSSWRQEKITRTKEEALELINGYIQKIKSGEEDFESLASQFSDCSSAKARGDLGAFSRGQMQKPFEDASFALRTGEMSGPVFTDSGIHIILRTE
12-LOX inh: ALOX12 (human) lipoxygenase inhibition; P18054; purified 12hLO, xylenol orange hydroperoxide absorbance; Potency, µM (top dose mostly 108 µM), inactives show at the top dose activity change, negative = inhibition, most hits filed as inhibitors; 580,000 compounds, 1.1% hits; AID 1671190; further: on the % scale 0 is the no-effect control and ±100 the full control effect
Target sequence (P18054 whole entry, looked up): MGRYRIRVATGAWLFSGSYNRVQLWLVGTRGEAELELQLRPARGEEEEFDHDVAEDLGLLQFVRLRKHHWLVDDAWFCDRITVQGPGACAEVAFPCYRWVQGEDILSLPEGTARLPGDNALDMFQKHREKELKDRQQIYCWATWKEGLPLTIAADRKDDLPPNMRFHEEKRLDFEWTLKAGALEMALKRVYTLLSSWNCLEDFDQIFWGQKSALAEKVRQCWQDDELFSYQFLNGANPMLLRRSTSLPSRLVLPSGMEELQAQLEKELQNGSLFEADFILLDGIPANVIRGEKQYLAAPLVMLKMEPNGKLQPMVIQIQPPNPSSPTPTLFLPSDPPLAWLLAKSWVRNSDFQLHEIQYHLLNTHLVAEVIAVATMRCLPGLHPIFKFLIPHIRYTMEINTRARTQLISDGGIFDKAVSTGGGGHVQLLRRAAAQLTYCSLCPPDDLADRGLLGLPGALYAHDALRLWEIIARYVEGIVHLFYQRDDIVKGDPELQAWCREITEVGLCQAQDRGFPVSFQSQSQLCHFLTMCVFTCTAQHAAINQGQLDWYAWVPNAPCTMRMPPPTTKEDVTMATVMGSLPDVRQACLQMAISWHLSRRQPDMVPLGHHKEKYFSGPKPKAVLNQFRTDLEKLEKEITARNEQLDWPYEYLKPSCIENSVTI
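Purified human 12hLO (150 nM final) in 25 mM Hepes, 0.01% Triton X-100, pH 7.0 was preincubated 15 min at room temperature with compound. Then 40 uM arachidonic acid was added, 30 min. Hydroperoxide was read by Fe-XO absorbance ratio 573/405 nm.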
ERG-DNA inh: blocks human ERG Ets domain binding to DNA | P11308 | fluorescence polarization, His-ERG Ets domain / labelled DNA | Potency, µM (doses to about 76.9 µM), for inactives: at the highest dose FP activity, negative = inhibition, hits mostly inhibitors | 370,000 compounds, 0.028% hits | AID 624246; active means well fitted inhibition curve with a large enough effect in the polarisation, with a control signal flat; inconclusive means small, poorly fitted or top-dose-only effect, or effect the other way, or a change in a side signal; inactive means no such curve, though single readings can be large or run the other way; the % refers to the polarisation;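 further: polarization taken with two DNA probes labelled with fluorescein and Texas red; % of control where 0% means no effect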
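His-tagged ERG Ets domain (1 uM in the protein solution; 300mM KCl, 50mM Tris-HCl, 1mM EDTA, 1mM DTT, pH 7.5) received compound, then a probe mix of 5 nM fluorescein-DNA and 100nM Texas-615-DNA. Fluorescence polarization was read for both dyes.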
JMJD2A Tudor inh: inhibitors of human JMJD2A Tudor domain | O75164 | AlphaScreen JMJD2A-Tudor / H3K4me3 peptide binding | Potency, µM (series often up to 114 µM), for inactives: top-dose activity change, negative = inhibition, hits mostly inhibitors | 390,000 compounds, 4.4% hits | AID 504339; further: on the % scale 0 is the no-effect control and ±100 the full control effect; nearly all actives have a fitted effect of over 50% in size
RGS4 inh: blocks human RGS4-accelerated GTP hydrolysis. P49798. Transcreener GDP fluorescence polarization, RGS4-accelerated GTP hydrolysis. Potency, µM (highest dose often 114 µM), inactives show top-dose activity change, negative = inhibition, actives largely listed as inhibitors. 390,000 compounds, 0.039% hits. AID 504845; further: on the % scale 0 is the no-effect control and ±100 the full control effect; nearly all actives have a fitted effect of over 75% in size; some results filed as inactive show a strong effect at the top dose
Target sequence (P49798 whole entry, looked up): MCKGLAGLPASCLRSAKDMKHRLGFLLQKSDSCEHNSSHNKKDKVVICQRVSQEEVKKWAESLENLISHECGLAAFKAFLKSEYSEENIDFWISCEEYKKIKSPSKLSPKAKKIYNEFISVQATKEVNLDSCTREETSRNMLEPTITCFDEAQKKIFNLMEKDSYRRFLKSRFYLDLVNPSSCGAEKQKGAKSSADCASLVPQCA
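MLSMR compounds (23 nl, pin-transferred) preincubated 10 min at room temperature with a 500nM (2x) first reagent, then RGS4 at 900nM (2x) plus Transcreener GDP mix added; fluorescence polarization (620/688 nm) read before and after 90 min at 30 °C.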
rTrxR1 inhibitor: blocks rat thioredoxin reductase 1. recombinant rTrxR1, NADPH fluorescence consumption, selenite substrate. AID 588453. Potency, µM (top dose mostly 114 µM), inactives show at the top dose activity change, negative = inhibition, usual class: inhibitors. 390,000 compounds, 1% hits. O89049; further: on the % scale 0 is the no-effect control and ±100 the full control effect; nearly all actives have a fitted effect of over 65% in size
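Rat TrxR1 (90 nM in the dispensed reagent) was pre-reduced with 400 uM NADPH for 5 min at room temperature, then incubated with compound for 15 min. After 400 uM selenite was added, NADPH fluorescence (Ex 340/Em 450 nm) was followed for 8 min.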
* marks the source's active call; other numbers are inactive results; i = inactive; ? = inconclusive; . = not tested or not shown; & = joins results of further samples; [ ] = another dose, or the depositor's remark. Unless noted, the call rests on the fitted dose curve; in most records, active means well fitted curve in the direction sought with a large enough effect; inconclusive means small, poorly fitted or top-dose-only effect, or another doubt; inactive means no such curve, though single readings can be large; an effect the other way counts as inactive or inconclusive. Potency means the concentration at half of the fitted maximal effect. Some of the compounds tested (hit frequency here may not be typical).

Tb PGK inh	HP1b chromo inh	GLS inhibitor	Pin1 inh	12-LOX inh	ERG-DNA inh	JMJD2A Tudor inh	RGS4 inh	rTrxR1 inhibitor	structure
-10%	-2%	9%	-12%	-25%	4%	-18%	-16%	8%	CCOP(=O)(c1ccc(N(C)C)cc1)C(O)c1ccc(Cl)cc1 (configuration not stated)
-1%	44%[activator]	1%	0%	23%	-13%	-18%	4%	15%	CCC(C)c1ccc(NC(=O)COC(=O)CCNC(=O)c2ccco2)cc1 (configuration not stated)
-7%	27%	10%	0%	-24%	?	-22%	3%	17%[11.4 µM]	Cc1ccc(C(=O)CN2C(=O)C(=O)N(Cc3ccccc3)C2=O)cc1
0%	47%[activator]	-13%	0%	?	7%	-9%	-4%	8%	CN1C[C@@H]2[C@@H]3C(=O)N(Cc4ccccc4)C(=O)[C@@H]3[C@](Cc3ccccc3)(C1=O)N2C(=O)c1ccc(Cl)cc1
9%	-2%	3%	29%	5%	3%	?	9%	22%	CN1C(=O)/C(=C/c2ccccc2Cl)Sc2ccc(C(=O)NCc3cccnc3)cc21
5%	30%	-4%	-5%	-14%	2%	-12%	-27%	12%[57.1 µM]	Cc1nn2c(=O)cc(COC(=O)COc3ccccc3C)nc2s1
5%	?	3%	-4%	5%	2%	45µM*	-14%	-4%	COc1ccc(NCc2cccn2-c2nnc(N3CCCCCC3)s2)cc1
-10%	12%	-3%	1%	114%[activator]	7%	-30%	11%	36%	O=C(/C=C/c1cccc([N+](=O)[O-])c1)N1CCN(c2ccccn2)CC1
-4%	29%	10%	1%	361%[activator]	-2%	-11%	10%	30%	O=S(=O)(Nc1cccc(S(=O)(=O)N2CCCC2)c1)c1cccc(Br)c1
9%	101%[activator]	-5%	4%	-28%	8%	82%[activator]	4%	7%	COc1cccc(/C(C)=N/N=C(\C)c2cccc(OC)c2)c1
.	55%[activator]	-11%	?	-3%	-2%	-18%	-28%	-16%	CC1CC1C(=O)OCC(=O)Nc1ccc2[nH]c(=O)[nH]c2c1 (configuration not stated)
-5%&13%	32%&21%	-9%&-9%	-3%&1%	-1%&-20%	13%&-1%	2%&-7%	-26%&22%	4%&6%	CCOC(=O)C1CCN(S(=O)(=O)c2csc(C(N)=O)c2)CC1
-3%	24%	-11%	-11%	7%	-8%	-10%	4%	15%	CC(CCc1ccccc1)NC(=O)CNC(=O)c1cccs1 (configuration not stated)
-1%	?	3%	3%	?	6%	?	-6%	-20%	COc1cc([N+](=O)[O-])ccc1NC(=S)Nc1cc(C(=O)OC(C)C)cc(C(=O)OC(C)C)c1
1%	40%[activator]	2%	6%	15%	-3%	-10%	25%	9%	O=C(NC1CCCC1)C1CC(=O)N(CCc2ccccc2)C1 (configuration not stated)
3%	22%	2%	-3%	-27%	-4%	-16%	0%	10%	CC(=O)Nc1ccc(S(=O)(=O)N2CCCc3ccccc32)cc1
i	39%[activator]	-1%	31%[activator]	?	14%	-11%	-8%	0%	Cc1cccc(CNc2ccc(C(CC(N)=O)NC(=O)c3ccccc3)cc2[N+](=O)[O-])c1 (configuration not stated)
-4%	7%	10%	-4%	0%	-2%	-28%	31%	9%	CCOc1cc(C(=O)O/N=C(\N)c2ccc([N+](=O)[O-])cc2)cc(OCC)c1OCC
-6%	11%	-1%	-2%	-14%	.	2%	15%	19%	COC(=O)c1ccccc1NC(=O)c1ccc(-c2ccccc2F)o1
-5%	-13%	40%[activator]	25%	-15%	8%	45µM*	?	-39%	O=C(Nc1ccc(C(=O)O)cc1)/C(=C\c1ccc2c(c1)OCO2)NC(=O)c1ccc(Br)o1
-1%	69%[activator]	-2%	4%	-8%	2%	4%	-14%	11%	CC(C)Sc1nc2sc3c(c2c(=O)n1Cc1ccccc1)CCCC3
-4%	16%	1%	-12%	-18%	-10%	?	3%	43%	CN(C)CCN(C(=O)c1ccc(S(=O)(=O)N(C)c2ccccc2)cc1)c1nc2ccc(Cl)cc2s1
-6%	1%	52%[activator]	-3%	0%	-2%	-9%[11.4 µM]	-18%[11.4 µM]	-8%[57.1 µM]	C/C(=N\O)C(=O)NCC1CCNCC1
-5%	17%	4%	7%	-8%	7%	-13%	20%	11%	CC(C)N(C(=O)COC(=O)[C@H](C)NC(N)=O)c1ccccc1
-3%	3%	-3%	?	?	-2%	-16%	-46%	18%	O=C1SCCC1NS(=O)(=O)c1ccc([N+](=O)[O-])cc1 (configuration not stated)
-9%	32%	2%	0%	5%	10%	-8%	7%	9%	O=C(Nc1ccc([N+](=O)[O-])cn1)C1CC2CCC1C2 (configuration not stated)
3%	30%	3%	-2%	0%	-7%	-14%	?	26%	COc1ccc(C(=O)Nc2nnc(Cc3ccc(OC)c(OC)c3)s2)c(OC)c1
2%	10%	-1%	?	?	2%	?	9%	?	CC(=O)OCC1=C(C(=O)O)N2C(=O)[C@@H](NC(=O)Cc3ccccc3)[C@H]2SC1
2%	31%	3%	5%	3%	2%	-5%	38%	?	COc1ccc(Br)cc1/C=N/NC(=O)c1ccc2nc[nH]c2c1
-3%	32%	24%	-13%	0%	14%	-9%	2%	10%	Cc1ccc(S(=O)(=O)Nc2ccc(NC(=O)/C=C/C(=O)O)cc2)cc1
2%	41%	2%	-1%	0%	-2%	10%	-24%	13%[57.1 µM]	COc1cccc(-c2cc(C(F)(F)F)n3nc(N)nc3n2)c1
i	18%	0%	19%	-20%	3%	-28%	-23%	4%	COc1ccc(NS(=O)(=O)c2cc(NC(=O)c3cccs3)ccc2N2CCCC2)cc1
-6%	-3%	2%	-2%	-21%	-1%	-9%	-27%	4%	COc1nnc(-c2ccccc2)s1
-4%	24%	-13%	-9%	-4%	-3%	-1%[11.4 µM]	-10%[11.4 µM]	-8%	O=C(COC(=O)c1ccccc1O)Nc1cc([N+](=O)[O-])ccc1Cl
-2%	50%[activator]	-14%	2%	224%[activator]	-9%	-1%	-20%	17%	COc1ccc(OC)c(/C=N/NC(=O)c2ccc3nc[nH]c3c2)c1
-2%	15%	-7%	-4%	?	1%	5.6µM*	7%	-3%	CCCn1c(-c2ccc(F)cc2)n[nH]c1=S
-3%	73%	29%	-1%	0%	4%	3%	-14%	9%	COCc1cc(C)nc(N2CCN(c3ccccc3)CC2)c1C#N
17%	36%[activator]	13%	-2%	?	4%	-12%	7%	7%	Cc1ccc(NC(=S)NCC(C)CSc2ccc(Cl)cc2)cc1 (configuration not stated)
-3%	33%	2%	3%	196%[activator]	-6%	6%	4%	7%	CC(=O)c1ccc(S(=O)(=O)N(C)CC(=O)Nc2ccc(C)cc2)cc1
i	50%[activator]	-6%&-14%	-2%	8%	2%	-3%	-23%	27%	OC(CCN1CCCCC1)(c1ccccc1)c1ccccc1
0%	25%	4%	1%	3%	-2%	-12%	-10%	-6%	O=C(Nc1ccc(N2CCOCC2)c(Cl)c1)c1cccnc1Cl
0%	45%[activator]	-2%	2%	-33%	-3%	3%[11.4 µM]	-32%	-22%	CCN(CC)C(=S)SC1=CCS(=O)(=O)C1
4%	89%[activator]	12%	2%	3%	1%	38%[activator]	-6%	12%	Clc1ccc(-c2nnnn2-c2ccc(Cl)c(Cl)c2)cc1Cl

9 entries from above, bar-delimited:
structure | Tb PGK inh | HP1b chromo inh | GLS inhibitor | Pin1 inh | 12-LOX inh | ERG-DNA inh | JMJD2A Tudor inh | RGS4 inh | rTrxR1 inhibitor
COc1nnc(-c2ccccc2)s1 | -6% | -3% | 2% | -2% | -21% | -1% | -9% | -27% | 4%
O=C(COC(=O)c1ccccc1O)Nc1cc([N+](=O)[O-])ccc1Cl | -4% | 24% | -13% | -9% | -4% | -3% | -1%[11.4 µM] | -10%[11.4 µM] | -8%
COc1ccc(OC)c(/C=N/NC(=O)c2ccc3nc[nH]c3c2)c1 | -2% | 50%[activator] | -14% | 2% | 224%[activator] | -9% | -1% | -20% | 17%
CCCn1c(-c2ccc(F)cc2)n[nH]c1=S | -2% | 15% | -7% | -4% | ? | 1% | 5.6µM* | 7% | -3%
COCc1cc(C)nc(N2CCN(c3ccccc3)CC2)c1C#N | -3% | 73% | 29% | -1% | 0% | 4% | 3% | -14% | 9%
Cc1ccc(NC(=S)NCC(C)CSc2ccc(Cl)cc2)cc1 (configuration not stated) | 17% | 36%[activator] | 13% | -2% | ? | 4% | -12% | 7% | 7%
CC(=O)c1ccc(S(=O)(=O)N(C)CC(=O)Nc2ccc(C)cc2)cc1 | -3% | 33% | 2% | 3% | 196%[activator] | -6% | 6% | 4% | 7%
OC(CCN1CCCCC1)(c1ccccc1)c1ccccc1 | i | 50%[activator] | -6%&-14% | -2% | 8% | 2% | -3% | -23% | 27%
O=C(Nc1ccc(N2CCOCC2)c(Cl)c1)c1cccnc1Cl | 0% | 25% | 4% | 1% | 3% | -2% | -12% | -10% | -6%

High-throughput results deposited in PubChem by National Center for Advancing Translational Sciences (NCATS).
